Screening results as filed in PubChem.
BAZ2B inh – qHTS Assay for Inhibitors of BAZ2B. Bromodomain adjacent to zinc finger domain protein 2B (Homo sapiens), Q9UIF8. AlphaScreen BAZ2B-H3K14Ac peptide displacement. Potency, µM (series often up to 114 µM), without a hit: at the highest dose activity change, negative = inhibition, hits mostly inhibitors. hit rate 4.4% among 360,000; also: potency is read from the fitted curve at half-maximal effect; % is scaled to controls: 0 for no effect and ±100 for the full control effect; nearly all actives have a fitted effect of over 60% in size
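Complex of BAZ2B and biotin-H3K14Ac (50 nM apiece) forms over 30 min at RT, then faces library compounds up to 110 uM for another 30 min; AlphaScreen beads added, 20 min dark incubation, luminescence read.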
JMJD2A Tudor inh – qHTS Assay for Inhibitors of JMJD2A-Tudor Domain | AID 504339, 2011 | Potency, µM (highest dose often 114 µM), without a hit: at the highest dose activity change, negative = inhibition, hits mostly inhibitors | hit rate 4.4% among 390,000 | Lysine-specific demethylase 4A (Homo sapiens), O75164 | AlphaScreen JMJD2A-Tudor / H3K4me3 peptide binding; also: potency is read from the fitted curve at half-maximal effect; % is scaled to controls: 0 for no effect and ±100 for the full control effect; nearly all actives have a fitted effect of over 50% in size
POLH inh – qHTS for Inhibitors of Polymerase Eta; DNA polymerase eta (Homo sapiens), Q9Y253; hit rate 1.2% among 390,000; Potency, µM (top dose mostly 114 µM), for the others: at the highest dose activity change, negative = inhibition, most hits filed as inhibitors; recombinant Pol eta, fluorescent DNA replication assay; also: potency is read from the fitted curve at half-maximal effect; % is scaled to controls: 0 for no effect and ±100 for the full control effect
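Pol eta (10 nM) was preincubated with compounds for 15 min at room temperature, after which fluorescent replication substrate (50 nM final) was added to start the reaction. Fluorescence was read kinetically at 0 and 10 min.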
G9a inh – qHTS Assay for Inhibitors of Histone Lysine Methyltransferase G9a; hit rate 8.8% among 350,000; Potency, µM (doses to about 102 µM), for inactives: top-dose activity, negative = inhibition, hits mostly inhibitors; AID 504332, 2011; G9a H3K9 monomethylation, AlphaScreen, 2 h; also: potency is read from the fitted curve at half-maximal effect; % is scaled to controls: 0 for no effect and ±100 for the full control effect; nearly all actives have a fitted effect of over 75% in size
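Methyltransferase reactions run at room temperature for 2 h (20 nM enzyme, 500 nM biotin-H3K9 peptide, 20 uM SAM) after a 15 min compound preincubation; product detected by AlphaScreen beads and anti-H3K9me1 antibody.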
Pin1 inhibitor – qHTS Assay to Find Inhibitors of Pin1. Peptidyl-prolyl cis-trans isomerase NIMA-interacting 1 (Homo sapiens), Q13526. Pin1 FP peptide displacement, HiFluor488, 10 min. Potency, µM (titrated, usually from 115 µM), for the others: at the top dose activity, negative = inhibition, hits mostly inhibitors. hit rate 0.009% among 390,000; active = well fitted inhibition curve with a large enough effect in the polarisation, with a control signal flat, not every such curve was filed as active; inconclusive = small, poorly fitted or top-dose-only effect, or effect the other way, or a change in a side signal; inactive = no such curve, though single readings can be large or run the other way; the % refers to the polarisation; also: potency is read from the fitted curve at half-maximal effect; % is scaled to controls: 0 for no effect and ±100 for the full control effect
PI4K2A block – qHTS for small molecular inhibitors of PI4K2A; Phosphatidylinositol 4-kinase type 2-alpha (Homo sapiens), Q9BTU6; purified PI4K2A, ADP-Glo luminescence, 1 h; hits give low values; activity change, negative = inhibition, % at 76.9 µM; hit rate 0.13% among 420,000; AID 1346378, 2018; in the data active = activity change below about -50%; inconclusive = mostly about -30% to -49%;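 also: -100% = wells without enzyme as full effect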
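PI4K2A activity was measured by ADP-Glo luminescence: enzyme (4 ug/mL stock) and phosphatidylinositol (1.2 mM stock) in Tris pH 7.5/MgCl2/EGTA/Triton X-100 buffer were reacted with ATP (300 microM stock) for one hour at ambient temperature.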
HP1b binding inh – HTS for Inhibitors of HP1-beta Chromodomain Interactions with Methylated Histone Tails; AlphaScreen HP1-beta / biotin-H3K9me3 peptide binding; AID 540317, 2011; hit rate 0.56% among 390,000; Potency, µM (doses to about 114 µM), for inactives: top-dose activity change, negative = inhibition, usual class: inhibitors; also: potency is read from the fitted curve at half-maximal effect; nearly all actives have a fitted effect of over 70% in size; inactives centre near 23
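HP1-beta protein (50 nM final) preincubated 30 min at room temperature with biotinylated H3(1-18)K9me3 peptide (50 nM) in PBS pH 7.4, 0.01% Tween-20, then compound added for 30 min. AlphaScreen streptavidin donor/nickel chelate acceptor beads (10 ug/mL final), 30 min dark, luminescence read.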
PGK inhibitor – qHTS Assay to Find Inhibitors of Phosphoglycerate Kinase. Phosphoglycerate kinase, glycosomal (Trypanosoma brucei brucei), P07378. PGK/GAPDH coupled, Kinase-Glo luminescence, 60 min. Potency, µM (titrated, usually from 57.5 µM), for inactives: at the highest dose activity change, negative = inhibition, actives largely listed as inhibitors. hit rate 0.043% among 380,000; also: potency is read from the fitted curve at half-maximal effect; % is scaled to controls: 0 for no effect and ±100 for the full control effect; nearly all actives have a fitted effect of over 60% in size
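Luminescent ATP detection (Kinase-Glo Plus) follows a 60-minute room-temperature incubation, with wells lacking PGK as controls. Buffer: 100 mM TEA (pH 7.6), 5 mM MgCl2, 0.01% Tween-20. Coupling enzyme GAPDH (100 nM final) supplies unstable 1,3-BPG in-well.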
GLS inh – qHTS for Inhibitors of Glutaminase (GLS); hit rate 0.21% among 410,000; GLS enzymatic activity, qHTS titration; Glutaminase kidney isoform, mitochondrial (Homo sapiens), O94925; Potency, µM (doses to about 45.5 µM), for the others: at the top dose activity change, negative = inhibition, actives largely listed as inhibitors; also: potency is read from the fitted curve at half-maximal effect; % is scaled to controls: 0 for no effect and ±100 for the full control effect
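hKGA in 45 mM KH2PO4 pH 8.2, 0.02% Tween-20 with pin-transferred compounds; 1 mM L-glutamine (stock) plus glutamate oxidase/HRP/Amplex Red coupling added. Fluorescence read initially and after 30 min at RT.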
Numbers without * were called inactive; i = inactive; u = inconclusive; x = not tested or not shown; [ ] = remark or other dose. Unless noted, calls follow the shape of the dose curve; as a rule, active = well fitted curve in the direction sought with a large enough effect; inconclusive = small, poorly fitted or top-dose-only effect, or another doubt; inactive = no such curve, though single readings can be large; an effect the other way counts as inactive or inconclusive. Not all compounds are listed; count on the stated rates, not on these rows.

SMILES | BAZ2B inh | JMJD2A Tudor inh | POLH inh | G9a inh | Pin1 inhibitor | PI4K2A block | HP1b binding inh | PGK inhibitor | GLS inh
Cc1cc2ncn(/N=C/c3ccc([N+](=O)[O-])o3)c2cc1C | -22.1% | -8.8% | 2.0% | 7.5% | u | -6.0 | 9.9% | -5.7% | -3.3%
O=C1COc2ccc(C(=O)COC(=O)CCCOc3ccccc3)cc2N1 | x | x | -4.6% | x | x | -2.4 | x | 6.9% | 1.4%
CCC(c1nnc(SCC(=O)NCC2CCCO2)n1Cc1ccccc1)N(C)C (stereo not given) | x | -1.3% | -7.0% | x | -4.8% | 4.8 | 39.8%[activator] | -4.2% | 7.8%
CCc1ccc(-n2nc(CO)c(C(=O)NCc3ccccc3Cl)n2)cc1 | 3.2% | -9.7% | -14.3% | 9.5%[59 µM] | -16.3% | 3.6 | 11.1% | 1.2% | -2.9%
CCNC(=S)NNC(=O)Cn1nc(C)cc1C | 8.1% | -7.3% | -5.0% | 0.6%[59 µM] | 0.0% | -6.4 | 34.1% | -0.5% | 23.2%
Cc1ccc2c(c1)C(c1ccc(F)cc1)N(C(=O)c1ccccc1Br)CC(=O)N2 (stereo not given) | -21.6% | -23.2% | -18.0% | 19.4% | 5.4% | 4.2 | 38.6%[activator] | -10.8% | -1.9%
CCOC(=O)C1=C(COC(=O)C2CC(=O)N(c3ccccc3CC)C2)NC(=O)NC1C (stereo not given) | x | x | -0.9% | x | x | 2.0 | x | -9.3% | 1.2%
CCN(CC)c1ccc(C(=O)c2ccccc2C(=O)O)c(O)c1 | 23.6% | -6.8% | -13.9% | -9.7%[59 µM] | u | 4.4 | 39.5%[activator] | -10.0% | 0.2%
CCN(CC)C(=O)COc1ccc(Br)cc1Cl | 9.7% | -1.4% | 2.5% | 15.0%[12.7 µM] | 1.2% | 1.6 | 22.4% | -0.6% | 6.2%
Cc1cccc(N(C)c2nc3ccc(C(=O)c4ccccc4)cc3n3c(C)nnc23)c1 | -8.7% | -4.1% | -13.2% | -30.6%[59 µM] | 11.8% | 0.6 | 24.6% | 10.2% | -7.1%
COc1ccc(OC)c(CN2CCCCCC2)c1 | 79.4µM* | 14.1µM* | -13.9% | 44.7µM* | -9.1% | 5.5 | u | -1.1% | 17.8%
CCOC(=O)C(NC(=O)NCc1ccccc1OC)(OCC)C(F)(F)F (stereo not given) | 9.2% | 2.1% | -6.6% | -0.5%[59 µM] | -19.5% | 8.8 | 41.9% | i | -14.0%
CCn1c(=N)n(CCO)c2ccccc21 | -19.7% | -21.3% | -4.3% | -36.6% | -2.9% | -1.6 | 15.1% | -3.2% | 0.9%
CC(C)CC(=O)NC(NC(=S)Nc1sc2c(c1C#N)CCCC2)C(Cl)(Cl)Cl (stereo not given) | -36.4% | u | -5.6% | u | 14.6% | -4.7 | -31.1% | i | -1.9%
CCS(=O)(=O)c1ccc(O)c(NC(=O)CC2(CC(=O)O)CCCC2)c1 | -13.0% | -11.2% | -2.4% | 8.8% | 1.8% | -3.0 | 18.5% | -5.9% | -4.7%
Cc1cc(Cl)ccc1OCCCC(=O)OCC(=O)c1c(N)n(C)c(=O)n(C)c1=O | 3.8% | -16.4% | -10.6% | -4.5% | 12.8% | -1.1 | 26.0% | -0.1% | -8.8%
CC(=O)Nc1ccc(C(=O)OCC(=O)Nc2ccccc2F)cc1 | -12.8% | -16.5% | -18.0% | 0.6% | -5.9% | 5.6 | 20.1% | -7.2% | -7.8%
COc1cc2[nH]c(=O)n(Cc3ccc(C(=O)N4CCN(c5cccc(C)c5C)CC4)cc3)c(=O)c2cc1OC | -4.3% | -18.4% | -15.0% | -27.9%[59 µM] | 12.9% | -5.0 | 13.0% | -5.8% | 2.1%
COc1ccc(OCc2ccc(-c3nc(C#N)c(N4CCC(C)CC4)o3)o2)cc1 | 3.55µM* | u | -2.2% | 3.55µM* | 4.9% | 0.7 | u | i | -3.5%
COc1ccc(CCC(=O)Nc2ccc(S(=O)(=O)N3CCCC3)cc2)cc1OC | 1.1% | -20.1% | -15.5% | -5.9%[59 µM] | -5.6% | 0.1 | 20.9% | 0.6% | 1.3%
CCOC(=O)c1c(C)[nH]c(C2=NNC(=Nc3ccccc3OC)SC2)c1C | u | 50.1µM* | -25.4% | u | 55.4%[activator] | -2.9 | u | -0.2% | u
CCCc1ccc2oc(C(=O)NCCCN3CCOCC3)c(C)c2c1 | -15.8% | -15.9% | -12.9% | 19.0% | -4.1% | -3.6 | 29.5% | -6.1% | -5.2%
O=C(Cn1ccc(C(F)(F)F)n1)Nc1cccc(S(=O)(=O)N2CCCCC2)c1 | -20.4% | -21.5% | -17.5% | u | -3.0% | -0.7 | -9.5% | -3.8% | 0.6%
COC(=O)c1cn(CC(=O)NCc2cccs2)c2ccccc12 | 13.1% | 4.1% | -9.7% | 23.0%[59 µM] | -3.7% | 7.2 | 77.0%[activator] | 4.3% | 8.1%
CCOC(=O)c1nc(Nc2ccccc2OC)c2ccccc2n1 | 11.0% | 14.5% | x | -1.3%[59 µM] | -4.6% | 4.1 | 44.9%[activator] | x | -5.4%

Part of the list above, with values under each structure.
Below each SMILES – BAZ2B inh | JMJD2A Tudor inh | POLH inh | G9a inh | Pin1 inhibitor | PI4K2A block | HP1b binding inh | PGK inhibitor | GLS inh
- CCC(c1nnc(SCC(=O)NCC2CCCO2)n1Cc1ccccc1)N(C)C (stereo not given)
    x | -1.3% | -7.0% | x | -4.8% | 4.8 | 39.8%[activator] | -4.2% | 7.8%
- CCc1ccc(-n2nc(CO)c(C(=O)NCc3ccccc3Cl)n2)cc1
    3.2% | -9.7% | -14.3% | 9.5%[59 µM] | -16.3% | 3.6 | 11.1% | 1.2% | -2.9%
- CCNC(=S)NNC(=O)Cn1nc(C)cc1C
    8.1% | -7.3% | -5.0% | 0.6%[59 µM] | 0.0% | -6.4 | 34.1% | -0.5% | 23.2%

(cont.)
SMILES | BAZ2B inh | JMJD2A Tudor inh | POLH inh | G9a inh | Pin1 inhibitor | PI4K2A block | HP1b binding inh | PGK inhibitor | GLS inh
CC1(C)O[C@@H]2[C@H](O1)[C@@H](CO)O[C@H]2n1cnc2c(N)ncnc21 | 10.1% | 5.7% | -26.2% | 15.1%[2.33 µM] | 6.3% | -52.3* | 38.2% | -8.0% | -8.2%
Cc1ccc(Cn2c(SCC(=O)N3CC(=O)Nc4ccccc43)nc3ccccc3c2=O)cc1 | -1.0% | -22.0% | -19.6% | -45.0% | u | -6.5 | 25.6% | -11.9% | -7.4%
O=c1[nH]cccc1-c1nc2ccccc2n1Cc1cccc(F)c1 | 6.7% | -7.1% | 1.3% | 4.7% | 12.3% | 5.1 | 23.4% | -4.5% | -14.7%
Nc1c(Cl)ncnc1N/N=C/c1ccc2ccccc2n1 | 12.6µM* | 89.1µM* | u | u | -7.4% | 1.6 | -36.3% | i | 13.8%
N#CC1=C(Nc2ccccc2)SC=C(c2ccc(Br)cc2)N=C1N1CCOCC1 | u | 19.2%[11.4 µM] | -19.8% | u | 31.1%[activator] | -2.8 | 45.2%[activator] | i | -10.0%
O=C(Nn1c(-c2ccc(Br)cc2)nc2ccccc2c1=O)c1ccc([N+](=O)[O-])cc1 | -33.1% | -24.2% | 5.8% | 0.1%[59 µM] | 3.1% | -4.1 | 0.4% | -3.2% | 1.3%
CCOC(=O)c1c(NC(=O)CN2CCOCC2)sc2c1CCCC2 | -38.1% | -21.4% | -1.3% | 0.4%[59 µM] | u | 0.8 | 13.7% | -2.5% | 5.0%
O=C1CNC(=O)c2cc(Cl)ccc2N1 | x | x | -22.0% | x | x | 1.8 | x | -5.3% | 1.2%
CC(C)CCN1CC(=O)N2Cc3[nH]c4ccccc4c3C[C@H]2C1=O | -18.2% | -16.9% | -18.3% | -5.6% | 0.1% | 3.6 | 14.9% | -8.9% | -2.3%
O=c1c2c3nc4ccccc4nc3n(-c3ccc4c(c3)OCCO4)c2ncn1C1CCCC1 | x | 79.4µM* | u | -5.0%[59 µM] | -2.6% | 4.0 | 42.1% | -6.5% | u
Cc1ccc(S(=O)(=O)N2CCOCC2)cc1N/N=C(\C#N)c1nc2ccccc2[nH]1 | -26.0% | -30.6% | -5.4% | 35.5µM* | -0.1% | -4.8 | -10.4% | -1.2% | 0.4%
Cc1cn(CC(=O)NCc2ccccc2)c(=O)[nH]c1=O | x | -6.2% | -7.9% | x | 3.3% | -0.4 | 33.4% | i | -2.4%
COc1ccc(/C=C2\Sc3ccc(C(=O)NCc4cccnc4)cc3N(C)C2=O)cc1OC | u | u | u | u | 15.9% | 2.1 | 2.0% | i | -16.0%
O=C(N/N=C/c1c[nH]c2ccccc12)c1cc(Br)ccc1O | 1.9% | -13.4% | -20.1% | -6.3% | 1.0% | -4.5 | 39.2%[activator] | 5.9% | 27.4%
COc1ccc(CCN(Cc2cc3ccc(C)cc3[nH]c2=O)C(C)=O)cc1OC | -16.6% | -2.5% | 4.7% | 9.2% | -3.8% | -2.8 | 4.3% | -4.5% | -2.2%
